# Screens deposited in PubChem by Broad Institute.
# IDE exosite inh – exo-site inhibitors of human IDE, primary screen, biochemical, fluorescence anisotropy, probe displacement | AID 1259349, 2017 | Insulin-degrading enzyme (Homo sapiens), P14735 | z-score at 20 µM | 17,000 compounds, 6.3% hits | purified IDE, FL-6b probe fluorescence polarization; active compounds read low;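 active = z-score of -3 or lower, meaning strong loss of probe binding signal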;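 note: His-tagged human IDE residues 42-1019 made in E. coli with 30 nM FL-6b probe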
# Target sequence (P14735 42-1019 limits assumed): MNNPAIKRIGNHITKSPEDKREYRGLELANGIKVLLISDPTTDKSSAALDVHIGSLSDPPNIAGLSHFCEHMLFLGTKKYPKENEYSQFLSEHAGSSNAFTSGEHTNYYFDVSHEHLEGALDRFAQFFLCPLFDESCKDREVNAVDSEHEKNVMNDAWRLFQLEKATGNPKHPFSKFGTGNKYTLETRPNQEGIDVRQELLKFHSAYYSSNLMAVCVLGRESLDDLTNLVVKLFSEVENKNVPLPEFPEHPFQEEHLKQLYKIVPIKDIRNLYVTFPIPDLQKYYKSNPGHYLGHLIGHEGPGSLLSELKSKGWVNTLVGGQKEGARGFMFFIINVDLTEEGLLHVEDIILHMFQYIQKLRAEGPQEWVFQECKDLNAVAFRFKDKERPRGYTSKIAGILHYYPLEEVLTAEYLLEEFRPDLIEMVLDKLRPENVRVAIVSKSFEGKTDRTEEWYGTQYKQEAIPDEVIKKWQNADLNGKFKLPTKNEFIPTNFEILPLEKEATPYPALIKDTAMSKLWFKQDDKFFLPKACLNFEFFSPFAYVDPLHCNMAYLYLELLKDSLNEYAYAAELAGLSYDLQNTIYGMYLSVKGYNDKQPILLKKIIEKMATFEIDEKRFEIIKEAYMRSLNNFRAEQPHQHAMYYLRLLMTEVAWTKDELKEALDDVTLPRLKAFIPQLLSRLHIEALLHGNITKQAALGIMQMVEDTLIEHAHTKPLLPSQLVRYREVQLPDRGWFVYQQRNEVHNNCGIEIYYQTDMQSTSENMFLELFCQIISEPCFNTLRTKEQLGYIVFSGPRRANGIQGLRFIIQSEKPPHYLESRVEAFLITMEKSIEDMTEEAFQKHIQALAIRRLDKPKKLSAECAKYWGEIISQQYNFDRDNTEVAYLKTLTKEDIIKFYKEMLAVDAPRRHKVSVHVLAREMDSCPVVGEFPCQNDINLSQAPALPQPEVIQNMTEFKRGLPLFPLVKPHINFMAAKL
# The depositor's hits bear a star.
# A first look (3 entries):
SMILES,IDE exosite inh
N#Cc1cccc(-c2ccc3c(c2)[C@H]2[C@H](CCN2S(=O)(=O)c2ccc(F)cc2)[C@@H](CO)N3)c1,1.8
CCS(=O)(=O)Nc1ccc2c(c1)C(=O)N(C)[C@H]1CC[C@@H](CC(=O)NCc3ccc(OC)cc3)O[C@H]1CO2,-0.028
C/C=C/c1ccc([C@H]2[C@@H](CO)N3C(=O)CN(Cc4ccccc4)C[C@@H]23)cc1,0.28

# The listing, from the first entry:
SMILES,IDE exosite inh
N#Cc1cccc(-c2ccc3c(c2)[C@H]2[C@H](CCN2S(=O)(=O)c2ccc(F)cc2)[C@@H](CO)N3)c1,1.8
CCS(=O)(=O)Nc1ccc2c(c1)C(=O)N(C)[C@H]1CC[C@@H](CC(=O)NCc3ccc(OC)cc3)O[C@H]1CO2,-0.028
C/C=C/c1ccc([C@H]2[C@@H](CO)N3C(=O)CN(Cc4ccccc4)C[C@@H]23)cc1,0.28
C/C=C/c1ccc([C@@H]2[C@@H](CO)N(c3nc(-c4ccccc4)cs3)[C@H]2C#N)cc1,4.8
C[C@@H]1CCCCO[C@@H](CN(C)S(C)(=O)=O)[C@H](C)CN([C@H](C)CO)C(=O)c2cc(NC(=O)NC3CCCCC3)ccc2O1,-0.32
COc1ccc(NC(=O)N2CCCCN3[C@H](C2)[C@@H](c2ccc(-c4ccccc4C)cc2)[C@@H]3CO)cc1,-4.1*
COc1ccc(NC(=O)N(C)C[C@@H]2OCc3cnnn3CCCC(=O)N([C@H](C)CO)C[C@@H]2C)c(OC)c1,-2.2
CN(C)C(=O)c1ccc(-c2ccc([C@H]3[C@@H](C#N)N(C(=O)C4CCCC4)[C@H]3CO)cc2)cc1,-2.4
CN1CCCCN2[C@H](C1)[C@@H](c1ccc(-c3ccc(F)cc3)cc1)[C@@H]2CO,-0.96
CC(C)NC(=O)N1CCCCN2[C@H](C1)[C@@H](c1ccc(Br)cc1)[C@@H]2CO,2.7
CO[C@@H]1CN(C)C(=O)c2cc(NC(=O)c3cccc(F)c3)ccc2OC[C@H](C)N(C)C[C@H]1C,0.59
C[C@H]1CN([C@@H](C)CO)C(=O)CCCn2nncc2CO[C@H]1CN(C)C(=O)c1ccc(N2CCN(C)CC2)cc1,-0.4
COc1cccc(C#Cc2ccc([C@@H]3[C@@H](CO)N(C(=O)C4CCCCC4)[C@H]3C#N)cc2)c1,4.7
CS(=O)(=O)Nc1ccc2c(c1)[C@H]1C[C@H](CC(=O)NCc3cc(F)ccc3F)O[C@H](CO)[C@H]1O2,1.3
CC(C)CC#Cc1ccc([C@@H]2[C@@H](CO)N3C(=O)CN(S(=O)(=O)c4ccccc4)C[C@H]23)cc1,2.7
COCC(=O)N1CC(=O)N2[C@H](CO)[C@@H](c3ccc(Br)cc3)[C@@H]2C1,0.27
COc1cccc(CNC(=O)C[C@H]2CC[C@H]3[C@H](COc4ccc(NC(=O)c5cccs5)cc4C(=O)N3C)O2)c1,-0.3
O=C(C[C@H]1C[C@H]2c3cc(NS(=O)(=O)c4ccc(F)cc4)ccc3O[C@H]2[C@H](CO)O1)NCCN1CCCCC1,1.1
O=C(Nc1ccccc1F)N1CCCCN2[C@H](CO)[C@H](c3ccc(C4=CCCC4)cc3)[C@@H]2C1,1.1
COc1ccc2c3c(n(C)c2c1)[C@H](CO)N(CC1CC1)CC31CN(C(=O)CC2CC2)C1,-0.3
O=C(C[C@@H]1CC[C@H](NC(=O)CC2CC2)[C@@H](CO)O1)NCC(F)(F)F,0.89
COc1ccc2c3c(n(C)c2c1)[C@H](CO)NCC31CN(C(=O)c2cccc(F)c2)C1,0.23
C[C@@H]1CN([C@@H](C)CO)C(=O)c2cc(NC(=O)Cn3cnnn3)ccc2O[C@H]1CN(C)Cc1ccc(C(=O)Nc2ccccc2N)cc1,-0.9
CCCNC(=O)N1[C@H](CO)[C@@H](c2ccc(-c3cccnc3)cc2)[C@@H]1C#N,1.2
COCC(=O)N1[C@@H](C#N)[C@@H](c2ccccc2-c2ccc(C)cc2)[C@@H]1CO,0.91
# (more compounds)
SMILES,IDE exosite inh
COc1ccc(S(=O)(=O)Nc2ccc3c(c2)C(=O)N([C@H](C)CO)C[C@H](C)[C@@H](CN(C)S(=O)(=O)c2ccc(Cl)cc2)OCCCC[C@@H](C)O3)cc1,0.088
Cc1noc(C)c1NC(=O)Nc1ccc2c(c1)C(=O)N([C@@H](C)CO)C[C@H](C)[C@H](CN(C)Cc1ccc3c(c1)OCO3)OCCCC[C@H](C)O2,2.3
CS(=O)(=O)N1CC(=O)N2[C@H](C1)[C@H](c1ccc(C#Cc3ccccc3)cc1)[C@@H]2CO,-5.3*
C[C@@H]1CN([C@@H](C)CO)C(=O)CCCn2nncc2CO[C@H]1CN(C)C(=O)Nc1ccccc1C(F)(F)F,0.18
O=C1CNC[C@@H]2[C@@H](c3ccc(C#CC4CCCCC4)cc3)[C@H](CO)N12,-1.1
CC(C)C(=O)Nc1ccc2c(c1)C(=O)N(C)[C@H]1CC[C@H](CC(=O)NCCc3ccccc3)O[C@H]1CO2,-0.18
CO[C@H]1CN(C)C(=O)c2ccc(NS(C)(=O)=O)cc2OC[C@@H](C)N(CC2CC2)C[C@H]1C,0.82
Cc1cccc(-c2ccc([C@@H]3[C@H]4CN(Cc5cncnc5)CCCCN4[C@H]3CO)cc2)c1,-4.7*
COc1ccc(C#Cc2ccc([C@@H]3[C@@H](CO)N4CCCCN(C(=O)Nc5ccc(F)cc5)C[C@H]34)cc2)cc1,2.6
CS(=O)(=O)N1CC(=O)N2[C@@H](CO)[C@@H](c3ccc(C#CCC4CCCC4)cc3)[C@@H]2C1,0.99
N#C[C@H]1[C@H](c2ccc(-c3ccccc3F)cc2)[C@@H](CO)N1C(=O)C1CCC1,2.2
CC(=O)N1[C@H](CO)[C@H](c2ccccc2)[C@H]1CN(CC(C)C)C(=O)c1ccccn1,-0.43
N#C[C@H]1[C@H](c2ccccc2)[C@@H](CO)N1C(=O)c1ccc2c(c1)OCO2,-1.1
Cc1cccc(-c2ccc([C@H]3[C@H]4CN(S(=O)(=O)c5cccs5)CCCCN4[C@H]3CO)cc2)c1,2
O=C(c1ccc2c(c1)OCO2)N1CC(=O)N2[C@H](CO)[C@H](c3ccc(C#Cc4ccccc4)cc3)[C@H]2C1,0.044
COc1ccc(C[C@@H]2CCn3cc(nn3)COC[C@H](c3ccccc3)NC2=O)cc1,-0.39
C[C@@H]1CCCCO[C@@H](CN(C)C(=O)c2ccncc2)[C@@H](C)CN([C@H](C)CO)C(=O)c2cc(NC(=O)CCC(F)(F)F)ccc2O1,0.82
CC(C)CC#Cc1ccc([C@H]2[C@@H](CO)N3C(=O)CN(S(=O)(=O)c4cccc(F)c4)C[C@@H]23)cc1,-0.33
COc1ccc(NC(=O)N2CC(=O)N3[C@H](C2)[C@@H](c2ccc(Br)cc2)[C@@H]3CO)cc1,-0.63
COc1ccccc1CNC(=O)C[C@H]1CC[C@@H]2[C@H](COc3ccc(NC(C)=O)cc3C(=O)N2C)O1,-1.6
O=C(Cc1ccncc1)N1CC[C@@H]2[C@H](CO)Nc3ccc(-c4ccccc4F)cc3[C@@H]21,-0.73
N#C[C@H]1[C@@H](c2ccc(-c3cccc(F)c3)cc2)[C@H](CO)N1C(=O)c1cccnc1,-0.17
CCCNC(=O)N1CC(=O)N2[C@@H](CO)[C@@H](c3ccc(C#Cc4cccc(OC)c4)cc3)[C@@H]2C1,-1.3
Cc1noc(C)c1NC(=O)N(C)C[C@H]1Oc2ccc(NC(=O)CCCN(C)C)cc2C(=O)N([C@@H](C)CO)C[C@@H]1C,0.41
C/C=C/c1ccc([C@H]2[C@H]3CN(C(=O)c4cccc(F)c4)CC(=O)N3[C@H]2CO)cc1,0.27
# (listing goes on)
SMILES,IDE exosite inh
O=C(Nc1cccc(F)c1)N1CC(=O)N2[C@H](CO)[C@H](c3ccc(-c4ccccc4F)cc3)[C@@H]2C1,4.1
O=C(C[C@H]1CC[C@@H](NC(=O)CC2CC2)[C@@H](CO)O1)NCC(F)(F)F,1.2
O=C(C[C@H]1CC[C@@H]2[C@H](COC[C@@H](O)CN2C(=O)Nc2ccc(Cl)cc2)O1)NCC1CCCCC1,0.39
O=C(C1CCC1)N1CC(=O)N2[C@H](C1)[C@@H](c1ccc(-c3cccnc3)cc1)[C@@H]2CO,-1.7
O=C1CN(S(=O)(=O)c2ccccc2)C[C@H]2[C@H](c3ccc(C#CCc4ccccc4)cc3)[C@@H](CO)N12,1.2
Cc1cccc(-c2ccc([C@H]3[C@@H](CO)N4CCCCN(Cc5ccncc5)C[C@@H]34)cc2)c1,-5.8*
COCC(=O)N1C[C@@H](C)[C@H](OC)CN(C)C(=O)c2ccc(NC(=O)c3ccc(-c4ccccc4)cc3)cc2OC[C@H]1C,-3
O=C1CNC[C@H]2[C@@H](c3ccc(C#Cc4cccnc4)cc3)[C@@H](CO)N12,0.19
O=C(C1CCCCC1)N1CC(=O)N2[C@H](CO)[C@@H](c3ccc(-c4cccnc4)cc3)[C@@H]2C1,-5.1*
CO[C@H]1CC[C@H]2CCOc3ccc(C#N)cc3C(=O)N(C)C[C@H](c3ccccc3)CC(=O)N(C)C[C@H]1O2,-0.7
C/C=C/c1ccc([C@@H]2[C@@H](CO)N(C(C)=O)[C@H]2CN(CC(C)C)C(C)=O)cc1,1.3
O=C(C1CCCCC1)N1CC(=O)N2[C@H](CO)[C@H](c3ccc(C#Cc4cccc(F)c4)cc3)[C@H]2C1,-2.9
O=C(Nc1ccc(F)cc1)N1CC(=O)N2[C@H](C1)[C@H](c1ccc(-c3ccc(F)cc3)cc1)[C@@H]2CO,0.16
O=C(C[C@H]1CC[C@@H](NC(=O)C2CC2)[C@H](CO)O1)Nc1ccccc1,0.51
CCCC#Cc1ccc2c(c1)[C@@H]1[C@@H](CCN1S(=O)(=O)c1cccc(F)c1)[C@@H](CO)N2C,1.9
N#Cc1ccc(-c2ccc([C@@H]3[C@@H](CO)N4C(=O)CN(C(=O)C5CC5)C[C@H]34)cc2)cc1,1.5
CCN(C[C@H]1N[C@H](CO)[C@H]1c1ccc(C2=CCCC2)cc1)C(=O)c1ccncc1,2.3
OC[C@@H]1[C@@H](c2ccc(-c3ccc(F)cc3)cc2)[C@H]2CN(Cc3cccnc3)CCCCN12,0.73
C[C@H](CO)N1C[C@H](C)[C@@H](CN(C)C(=O)Nc2ccc3c(c2)OCO3)Oc2c(NC(=O)c3nc4ccccc4s3)cccc2C1=O,0.58
Cc1ccc(-c2ccc([C@H]3[C@@H](CO)N4C(=O)CN(C(=O)c5ccccc5)C[C@@H]34)cc2)cc1,1.3
CCCC#Cc1ccc([C@H]2[C@H](CO)N3CCCCN(S(=O)(=O)c4ccccc4C)C[C@@H]23)cc1,5.7
OC[C@@H]1[C@H](c2ccc(-c3cccnc3)cc2)[C@H]2CN(Cc3ccccn3)CCCCN12,-1.1
C[C@H](CO)N1C[C@H](C)[C@H](CN(C)C(=O)c2cc(Cl)cc(Cl)c2)OCc2ccccc2-c2ccccc2C1=O,0.93
C[C@H]1CN([C@@H](C)CO)C(=O)c2ccccc2-c2ccccc2CO[C@H]1CN(C)Cc1cccc2c1OCCCO2,0.58
COc1cccc(-c2ccc([C@@H]3[C@@H](CO)N4CCCCN(S(=O)(=O)c5cccs5)C[C@@H]34)cc2)c1,-3.2*

# Some values from the entries so far.
# Under IDE exosite inh, `O=C(C[C@H]1CC[C@@H]2[C@H](COC[C@@H](O)CN2C(=O)Nc2ccc(Cl)cc2)O1)NCC1CCCCC1` shows 0.39
# Under IDE exosite inh, `O=C(C1CCC1)N1CC(=O)N2[C@H](C1)[C@@H](c1ccc(-c3cccnc3)cc1)[C@@H]2CO` shows -1.7

# New compounds follow
SMILES,IDE exosite inh
O=C(C1CCCCC1)N1[C@@H]2CNc3ccccc3[C@@H]2[C@@H]1CO,2.3
CN(C)C(=O)c1cccc(-c2ccc([C@@H]3[C@@H](CO)N(C(=O)C4CCCCC4)[C@H]3C#N)cc2)c1,4.6
CC(C)NC(=O)N1[C@@H]2CN(C)c3ccccc3[C@@H]2[C@@H]1CO,3.1
CC(C)NC(=O)N1[C@H](C#N)[C@@H](c2ccc(C#CC3CCCCC3)cc2)[C@@H]1CO,5.2
CCN(C[C@H]1[C@@H](c2ccccc2)[C@@H](CO)N1C(=O)COC)S(C)(=O)=O,-2.4
CC(C)(C)[S@](=O)N1Cc2cc(C(=O)N[C@H]3CCN(Cc4ccccc4)C3)nc(-c3cccc(-c4cccnc4)c3)c2[C@@H]1CCO,1.7
CN(C)CC#Cc1ccc([C@H]2[C@H]3CN(C(=O)c4ccc(F)cc4)CC(=O)N3[C@H]2CO)cc1,4.6
C/C=C/c1cnc2c(c1)C(=O)N([C@H](C)CO)C[C@@H](C)[C@@H](CN(C)C(=O)Nc1cccc(OC)c1)O2,-0.59
N#C[C@@H]1[C@@H](c2ccc(C#Cc3ccccc3F)cc2)[C@H](CO)N1C(=O)C1CCCCC1,1.4
O=C(NCCc1ccncc1)[C@H]1[C@H](CO)[C@H]2Cn3c(ccc(-c4ccccc4)c3=O)[C@H]2N1C(=O)C1CC1,0.37
Cn1cnc(CCNC(=O)C[C@H]2CC[C@H]3[C@@H](COC[C@@H](O)CN3C(=O)Nc3ccc(C(F)(F)F)cc3)O2)c1,-0.13
CCS(=O)(=O)Nc1ccc2c(c1)C(=O)N(C)[C@@H]1CC[C@H](CC(=O)N[C@H]3CCN(Cc4ccccc4)C3)O[C@H]1CO2,0.98
COc1ccccc1-c1ccc([C@H]2[C@@H](CO)N[C@@H]2CNC(=O)C2CCCC2)cc1,-11*
COc1ccccc1C(=O)Nc1ccc2c(c1)C(=O)N(C)[C@H]1CC[C@H](CC(=O)Nc3cccc(C(C)C)c3)O[C@@H]1CO2,-0.35

# Part of the list above, set out differently:
mol: CC(C)NC(=O)N1[C@@H]2CN(C)c3ccccc3[C@@H]2[C@@H]1CO
  IDE exosite inh: 3.1
mol: CC(C)NC(=O)N1[C@H](C#N)[C@@H](c2ccc(C#CC3CCCCC3)cc2)[C@@H]1CO
  IDE exosite inh: 5.2
mol: CCN(C[C@H]1[C@@H](c2ccccc2)[C@@H](CO)N1C(=O)COC)S(C)(=O)=O
  IDE exosite inh: -2.4
mol: CC(C)(C)[S@](=O)N1Cc2cc(C(=O)N[C@H]3CCN(Cc4ccccc4)C3)nc(-c3cccc(-c4cccnc4)c3)c2[C@@H]1CCO
  IDE exosite inh: 1.7

# A portion of the library; count on the stated rates, not on these rows.
